# ALOX12 inh: inhibitors of human 12S-lipoxygenase ALOX12; purified 12hLO, xylenol orange hydroperoxide absorbance; AID 1671190; P18054; Potency, µM (doses to about 108 µM), for the others: at the highest dose activity change, negative = inhibition, most hits filed as inhibitors; hit rate 1.1% among 580,000; further: potency means the concentration at half of the fitted maximal effect; on the % scale 0 is the no-effect control and ±100 the full control effect
#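 Purified human 12hLO at 150 nM in 25 mM Hepes, 0.01% Triton X-100, pH 7.0, preincubated 15 min at room temperature with compound. Reaction started with 40 uM arachidonic acid, 30 min at room temperature. Hydroperoxide measured by Fe-xylenol orange, 573/405 nm absorbance ratio.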
# POLK inh: blocks human DNA polymerase kappa activity; Potency, µM (top dose mostly 107 µM), for inactives: at the top dose activity, negative = inhibition, actives largely listed as inhibitors; purified Pol kappa, fluorescent DNA synthesis assay, 10 min; Q9UBT6; hit rate 0.53% among 400,000; further: potency means the concentration at half of the fitted maximal effect; on the % scale 0 is the no-effect control and ±100 the full control effect
#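 Activity was followed as the change in fluorescence between reads at 0 and 10 min after starting the reaction with 50 nM substrate. Beforehand, 10 nM polymerase had been preincubated with compound for 15 min at room temperature.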
# BLM helicase inh: Bloom syndrome helicase (human) inhibition; P54132; recombinant BLM DNA unwinding, fluorescence dequenching; Potency, µM (titrated, usually from 56.1 µM), for the others: at the highest dose activity change, negative = inhibition, most hits filed as inhibitors; hit rate 0.2% among 350,000; AID 2528;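 further: potency means the concentration at half of the fitted maximal effect; plate controls were vehicle for no effect and no enzyme for full effect; nearly all actives have a fitted effect of over 35% in size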
# Target sequence (P54132 whole entry, looked up): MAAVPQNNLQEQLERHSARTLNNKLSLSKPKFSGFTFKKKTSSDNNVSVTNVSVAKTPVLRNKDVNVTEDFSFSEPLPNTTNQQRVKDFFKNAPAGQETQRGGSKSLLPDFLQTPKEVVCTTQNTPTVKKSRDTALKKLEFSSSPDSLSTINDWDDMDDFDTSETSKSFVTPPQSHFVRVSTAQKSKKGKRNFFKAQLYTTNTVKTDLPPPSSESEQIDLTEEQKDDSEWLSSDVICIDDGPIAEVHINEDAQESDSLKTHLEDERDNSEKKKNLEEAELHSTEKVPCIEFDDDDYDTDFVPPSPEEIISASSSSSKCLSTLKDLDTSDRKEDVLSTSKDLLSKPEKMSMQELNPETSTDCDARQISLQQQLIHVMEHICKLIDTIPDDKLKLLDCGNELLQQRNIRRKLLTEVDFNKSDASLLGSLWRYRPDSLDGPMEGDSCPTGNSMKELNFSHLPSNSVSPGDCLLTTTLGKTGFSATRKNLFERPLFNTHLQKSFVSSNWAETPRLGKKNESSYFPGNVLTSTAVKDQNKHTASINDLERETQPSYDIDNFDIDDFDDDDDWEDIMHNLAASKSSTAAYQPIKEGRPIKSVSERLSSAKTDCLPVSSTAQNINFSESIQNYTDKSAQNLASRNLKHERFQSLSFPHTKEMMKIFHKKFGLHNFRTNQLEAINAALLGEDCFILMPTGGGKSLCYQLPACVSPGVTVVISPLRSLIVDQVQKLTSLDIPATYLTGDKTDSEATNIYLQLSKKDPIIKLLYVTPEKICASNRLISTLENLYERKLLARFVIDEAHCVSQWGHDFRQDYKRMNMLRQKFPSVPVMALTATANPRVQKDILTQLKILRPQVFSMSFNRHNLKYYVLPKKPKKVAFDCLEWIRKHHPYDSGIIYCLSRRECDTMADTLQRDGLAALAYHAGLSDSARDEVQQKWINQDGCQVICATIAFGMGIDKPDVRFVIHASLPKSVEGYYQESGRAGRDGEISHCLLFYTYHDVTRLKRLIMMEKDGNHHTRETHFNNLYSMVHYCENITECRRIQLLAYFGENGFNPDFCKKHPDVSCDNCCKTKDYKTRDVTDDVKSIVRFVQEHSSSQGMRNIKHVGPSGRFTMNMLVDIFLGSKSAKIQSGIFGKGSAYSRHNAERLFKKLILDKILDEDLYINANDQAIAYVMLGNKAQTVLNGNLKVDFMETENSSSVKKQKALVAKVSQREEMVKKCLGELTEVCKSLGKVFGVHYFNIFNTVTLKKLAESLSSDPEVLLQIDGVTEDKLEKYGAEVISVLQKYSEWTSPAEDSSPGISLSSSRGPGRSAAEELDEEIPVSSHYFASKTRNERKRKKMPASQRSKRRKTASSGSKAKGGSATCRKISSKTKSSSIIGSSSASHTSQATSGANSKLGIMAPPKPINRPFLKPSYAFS
# APE1 inh: APE1 (human) endonuclease inhibition. recombinant APE1, TAMRA/BHQ-2 abasic DNA cleavage fluorescence. AID 2517. Potency, µM (titrated, usually from 65.8 µM), for the others: at the top dose activity change, negative = inhibition, hits mostly inhibitors. P27695. hit rate 0.35% among 350,000;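 further: potency means the concentration at half of the fitted maximal effect; plate controls were vehicle for no effect and reference inhibitor for full effect; nearly all actives have a fitted effect of over 55% in size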
#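 Incision of a quenched TAMRA/BHQ-2 THF abasic-site duplex (50 nM) by 0.75 nM APE1, after 15 min compound preincubation, measured as fluorescence increase over three 60 s reads. Values normalized to buffer, DMSO and NSC13755 control wells.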
# Pol beta inh: DNA polymerase beta (human) inhibition; P06746; Pol beta primer extension/strand displacement, fluorescence kinetic; Potency, µM (highest dose often 114 µM), inactives show top-dose activity change, negative = inhibition, actives largely listed as inhibitors; hit rate 1.3% among 340,000; AID 485314; further: potency means the concentration at half of the fitted maximal effect; on the % scale 0 is the no-effect control and ±100 the full control effect
#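 Pol beta (10 nM) was preincubated with compound for 15 min at room temperature. The reaction was then started with 50 nM substrate and read immediately and after a further 10 min at room temperature.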
# ERG Ets-DNA blk: inhibitors of human ERG Ets domain-DNA interaction. fluorescence polarization, His-ERG Ets domain / labelled DNA. hit rate 0.028% among 370,000. AID 624246. Potency, µM (highest dose often 76.9 µM), inactives show at the top dose FP activity, negative = inhibition, usual class: inhibitors; active means well fitted inhibition curve with a large enough effect in the polarisation, with a control signal flat; inconclusive means small, poorly fitted or top-dose-only effect, or effect the other way, or a change in a side signal; inactive means no such curve, though single readings can be large or run the other way; the % refers to the polarisation;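 further: polarization taken with two DNA probes labelled with fluorescein and Texas red; potency means the concentration at half of the fitted maximal effect; % of control where 0% means no effect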
#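 His-tagged ERG Ets domain (1 uM in the protein solution; 300mM KCl, 50mM Tris-HCl, 1mM EDTA, 1mM DTT, pH 7.5) received compound, then a probe mix of 5 nM fluorescein-DNA and 100nM Texas-615-DNA. Fluorescence polarization was read for both dyes.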
# TRHR agonist: TRH receptor (human) agonism | P34981 | TRHR cells, calcium flux fluo-8, FDSS agonist mode | hit rate 0.18% among 360,000 | activation, % at 2 µM; in the data active means activation above about 30%; further: 0% is about no effect
#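 Steps: seed TRHR cells overnight; add fluo-8 no-wash Ca dye, RT 30 min–1.5 h; record 10 s baseline; pin-transfer compounds; monitor fluorescence 1 cycle/s for the agonist window. Calcium increases flag candidate agonists.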
# Apoferritin bind: binds horse apoferritin like a general anesthetic; Potency, µM (highest dose often 77.5 µM), without a hit: at the top dose activity change, negative = displacement, usual class: inhibitors; hit rate 0.074% among 350,000; apoferritin/1-aminoanthracene competitive binding, fluorescence; P02791; further: potency means the concentration at half of the fitted maximal effect; on the % scale 0 is the no-effect control and ±100 the full control effect; nearly all actives have a fitted effect of over 20% in size
#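 Horse-spleen apoferritin (10 uM) in 50% saturated 1-aminoanthracene in PBS was incubated 10 min at room temperature with compound. Fluorescence (ex 380, em 535 nm) was normalized to free and bound 1-AMA, with concentration-response fitted by a four-parameter Hill equation.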
# Pol iota inh: inhibitors of human DNA polymerase iota; Potency, µM (highest dose often 115 µM), for the others: top-dose activity, negative = inhibition, usual class: inhibitors; AID 588590; hit rate 1% among 390,000; Pol iota fluorescent replication assay, 10 min; Q9UNA4; further: potency means the concentration at half of the fitted maximal effect
#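 Fluorescent replication assay read twice, at 0 min and 10 min after adding 50 nM (final) substrate. Enzyme (10 nM) and compounds were first incubated 15 min at room temperature; enzyme-free buffer wells were negative controls.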
# An asterisk follows results filed as active; ? = inconclusive; . = no result given; ! = repeats disagree; [ ] = remark or other dose. Unless noted, the call rests on the fitted dose curve; in most records, active means well fitted curve in the direction sought with a large enough effect; inconclusive means small, poorly fitted or top-dose-only effect, or another doubt; inactive means no such curve, though single readings can be large; an effect the other way counts as inactive or inconclusive. A portion of the library (hit frequency here may not be typical).
SMILES,ALOX12 inh,POLK inh,BLM helicase inh,APE1 inh,Pol beta inh,ERG Ets-DNA blk,TRHR agonist,Apoferritin bind,Pol iota inh
COc1ccc(-c2nc(Cn3c(SCc4ccccc4F)nc4ccncc43)c(C)o2)cc1,15%,-34%,-20%,-4%,6%,9%,1.6,-10%,?
CC(=O)N1CCc2c(sc(NC(=O)CN3C(=O)CCC3=O)c2C(N)=O)C1,?,-12%,-15%,-3%,11%,-1%,-0.1,-2%,?
COc1ccc(-c2nc3cnc(N(C)C)nc3n(-c3ccccc3)c2=O)cc1,0%,4%[60.1 µM],0%,1%,.,.,.,.,.
CC1N=C(N)C(c2nc3ccccc3n2C)=C1O (stereo not drawn),3%,-3%[60.1 µM],-4%,-5%,4%,0%,0.9,-4%,?
O=C(COC(=O)COc1ccc(Br)cc1)NC1CCCC1,-1%,-7%,.,-6%,.,-1%,.,.,11%
O=C(N/N=C/c1sc(N2CCOCC2)nc1-c1ccccc1)c1cccc(S(=O)(=O)N2CCCC2)c1,-13%,-11%,-8%,-9%,-2%,10%,8.7,12%,-28%
Cc1ccc(S(=O)(=O)NN=C2C3CC4CC(C3)CC2C4)cc1[N+](=O)[O-],?,-13%,0%,-1%,38%,-1%,-1.2,-2%,2%
Cc1cc2nc(CSc3ccc(Cl)cc3)cc(=O)n2[nH]1,-7%,0%,-2%,?,3%,8%,0.0,-13%,?
O=C(NC(=S)NNC(=O)c1ccccc1[N+](=O)[O-])c1ccc(Br)cc1,3.5µM*,0%,-5%,-1%,7%,19%,0.1,-10%,21%
Cc1cccc(C)c1NC(=O)COC(=O)c1cc(-c2cccnc2)nc2ccccc12,-24%,0%,1%,-7%,8%,3%,0.4,-12%,34%[activator]
Cc1cc(OCCOCCNCc2ccccc2)ccc1C(C)C,?,5%,-4%,11%,4%,10%,0.8,-19%,12%
CCc1ccc(OCC(=O)Nc2c(C(=O)c3ccccc3)oc3ccccc23)cc1,-21%,-2%,1%,.,-1%,3%,0.8,3%,26%
C/C(=N\NC(=O)c1cc(-c2ccc(O)cc2)nc2ccccc12)c1cccnc1,0%,-20%,-5%,39%,-20%,-19%,0.2,-14%,-2%
COc1ccccc1CNC(=O)CN1C(=O)NC2(CCOc3ccccc32)C1=O (stereo not drawn),-1%,-10%,.,2%,.,-6%,.,.,22%
Cc1cccc(N2CCN(C(=O)CCNS(=O)(=O)c3ccc4c(c3)oc(=O)n4C)CC2)c1C,12%,-11%,-5%,6%,5%,-1%,-1.6,-3%,22%

# Brought forward from above: five entries, followed by the next part.
SMILES,ALOX12 inh,POLK inh,BLM helicase inh,APE1 inh,Pol beta inh,ERG Ets-DNA blk,TRHR agonist,Apoferritin bind,Pol iota inh
Cc1cc(OCCOCCNCc2ccccc2)ccc1C(C)C,?,5%,-4%,11%,4%,10%,0.8,-19%,12%
CCc1ccc(OCC(=O)Nc2c(C(=O)c3ccccc3)oc3ccccc23)cc1,-21%,-2%,1%,.,-1%,3%,0.8,3%,26%
C/C(=N\NC(=O)c1cc(-c2ccc(O)cc2)nc2ccccc12)c1cccnc1,0%,-20%,-5%,39%,-20%,-19%,0.2,-14%,-2%
COc1ccccc1CNC(=O)CN1C(=O)NC2(CCOc3ccccc32)C1=O (stereo not drawn),-1%,-10%,.,2%,.,-6%,.,.,22%
Cc1cccc(N2CCN(C(=O)CCNS(=O)(=O)c3ccc4c(c3)oc(=O)n4C)CC2)c1C,12%,-11%,-5%,6%,5%,-1%,-1.6,-3%,22%
Cc1ccc(-c2cc3nccc(-c4cc([N+](=O)[O-])ccc4O)n3n2)cc1,0%,-13%,-2%,.,-23%,12%,4.1,-7%,-10%
Cc1ccc(CNC(=O)CSc2ncc(C(=O)Nc3ccccc3)c(=O)n2C)cc1,6%,3%,.,2%,.,14%,0.1,.,60%[activator]
CCSc1nnc2c(n1)OC(CC)N(C(C)=O)c1ccccc1-2 (stereo not drawn),-12%,-5%,-4%,.,-16%,2%,-0.7,58%[activator],-7%
CCc1ccc(NC(=O)COC(=O)CC2CCCC2)cc1,-33%,-11%,.,-8%,.,5%,.,.,9%
Cc1ccc(C)c(OCCC(=O)N2CCN(S(=O)(=O)c3cc(F)ccc3F)CC2)c1,?,-3%,.,-6%,.,-5%,-0.1,.,24%
COc1ccc(CCNC(=O)CCCCC(=O)NCCc2ccc(OC)c(OC)c2)cc1OC,115%[activator],-11%,.,.,.,6%,.,.,61%[activator]
COc1ccc(OC)c(NC(=O)C2C(C(=O)O)C3(Cl)C(Cl)=C(Cl)C2(Cl)C3(Cl)Cl)c1 (stereo not drawn),?,-17%,3%,-2%,3%,-7%,-0.7,-15%,24%
CC(C)CCN1CCC(n2nccc2NC(=O)c2ccc3c(c2)OCO3)CC1,-10%,-7%,3%,3%,-3%,1%,0.1,-8%,56%[activator]
Cc1csc(=O)n1CCC(=O)OCC(=O)NNC(=O)c1ccccc1,10%,-3%,.,-2%,.,3%,-0.1,.,4%
CCc1nnc(NC(=O)CSc2nnc(-c3ccc(S(=O)(=O)N4CCCC4)cc3)n2CC)s1,0%,-2%,-7%,1%,21%,0%,-1.0,45%[activator],12%
O=S(=O)(c1ccc(NC(=S)NCc2ccco2)cc1)N1CCCC1,-20%,-20%,-5%,-3%,13%,-3%,0.4,-12%,-4%
COC(=O)Nc1ccc(S(=O)(=O)NCCO)cc1,0%,-6%,-1%,2%,5%,0%,1.8,-6%,10%
CCN(CC)CCNC(=O)c1ccc(NC(=O)C2CCN(c3ncnc4sc(C)c(C)c34)CC2)cc1,10%,-1%,-13%,0%,12%,-10%,1.4,-20%,-6%
Cc1cc(C)n(CC2CC(=O)N(c3ccc(Cl)c(Cl)c3)C2=O)n1 (stereo not drawn),-10%,3%,-5%,-10%,0%,-5%,-4.1,?,-8%
Cc1ccccc1NC(=O)/C(=C/c1ccccc1)c1ccccc1,0%,-12%,-5%,-4%,18%,-2%,1.2,?,-6%
Cc1ccc(NC(=O)C2CSC3(C)CCC(=O)N23)cc1S(=O)(=O)N1CCOCC1 (stereo not drawn),5%,11%,.,23%,.,0%,0.2,.,?
Cc1cc(C)nc(-n2nc(C)cc2NC(=O)CN2CCc3ccccc3C2)n1,3%[57.4 µM],-1%,-3%,1%,6%,11%,-0.2,-20%,17%
CCCN1C(=O)/C(=N\OCC(=O)NCC(F)(F)F)c2ccccc21,3%,-7%,0%,24%,13%,-3%,0.3,-12%,-12%
CCOc1ccc(/C(O)=C2/C(=O)C(=O)N(c3ncccn3)C2c2ccccc2)cc1 (stereo not drawn),-8%,-6%,2%,21%,-4%,2%,0.6,23%,-18%
Cc1ccc(N2CC(C(=O)Nc3nccs3)CC2=O)cc1 (stereo not drawn),-22%,-13%,0%,-1%,21%,-4%,-0.4,-18%,1%
Cc1cc(C)cc(C(=O)Nc2ccc(-c3cn4cccnc4n3)cc2)c1,-9%,2%,-2%,.,3%,1%,-2.2,105%[activator],12%
Cc1ccc(C)n1-c1nn(S(=O)(=O)c2cccc3cccnc23)c2cccc(F)c12,0%,-12%,-10%,2%,7%,6%,-0.4,-18%,32%[activator]
Cc1onc(-c2ccccc2)c1C(=O)Nc1cccnc1,279%[activator],3%,-13%,4%,24%,2%,-1.9,-8%,4%
Cc1cc2nc(-c3ccc(SCC(=O)Nc4ccc5c(c4)OCCO5)nc3)[nH]c2cc1C,-9%,-23%,-10%,0%,?,.,-1.4,-4%,?
COc1ccc(CCNC(=O)C2CCCN(S(=O)(=O)c3ccccc3)C2)cc1 (stereo not drawn),-4%,-16%,-1%,-8%,16%,-2%,-0.9,-9%,21%
CCOC(=O)c1ccc2c(c1)nc(SC/C(O)=C(\C#N)c1nc3ccccc3[nH]1)n2CC,-14%,-4%,-3%,-2%,-8%,7%,-1.2,-13%,-6%
COc1ccc(C2SCC(C(=O)O)N2C(C)=O)cc1 (stereo not drawn),19%,-15%,0%,3%,7%,0%,0.3,-2%,21%
COc1ccc(N(C(=O)c2cccc(OC)c2OC)C2C=CS(=O)(=O)C2)cc1 (stereo not drawn),-19%,-5%,2%,0%,9%,.,2.5,-7%,18%
CCC(CO)Oc1cc(NCc2cccnc2)c2ncn(C(C)C)c2c1 (stereo not drawn),-12%,-20%,.,-12%,.,-29%,.,.,?
C#CCOCCOCCOCCNc1nc(N2CCN(C(=O)[C@H](Cc3ccc(O)cc3)n3cc([C@@H](N)CC(C)C)nn3)CC2)nc(N2CCN(C(=O)[C@H](Cc3cc4ccccc4[nH]3)n3cc([C@@H](N)CC(C)C)nn3)CC2)n1,?,-4%,-4%,6%,35µM*,5%,-0.3,-14%,?
Oc1ccc(Nc2nc(-c3ccccc3F)nc3ccccc23)cc1,18µM*!,12%,-6%,59%[activator],1%,-6%,-0.7,-3%,38%[activator]
COCCNC(=O)c1cccc(OC2CCN(Cc3ccc(C(=O)OC)cc3)CC2)c1,-3%,10%,2%,18%,6%,23%,-0.2,-9%,38%[activator]
COc1cc(OC)cc(C(=O)Nc2cc3nn(-c4ccccc4)nc3cc2Cl)c1,-10%,?,-8%,.,4%,-7%,-1.6,50%[activator],?
Cc1cc(C)cc(NC(=O)C2CCCN(C(=O)c3cnn(-c4ccccc4)c3-n3cccc3)C2)c1 (stereo not drawn),?,-5%,-13%,.,-14%,6%,-1.3,-21%,13%
CCc1ccccc1NC(=O)CN1CCN(C(=O)CNC(=O)c2ccc(N3CCCC3=O)cc2)CC1,?,-12%,.,10%,.,.,0.1,.,6%

# Assay outcomes deposited in PubChem by National Center for Advancing Translational Sciences (NCATS).
